Akt phos inh = HTS Assay for Inhibitors of Akt Phophorylation: Primary Screen | Neuro2A IGF-stimulated pAkt S473 HTRF, 20 min; stronger effect = lower value | activity change, % for hits at 50 µM | 0.32% of 360,000 active | AID 651550, 2012; in the data active = activity change below about -80%; inconclusive = mostly about -51% to -80%; also: % is scaled to controls: 0 for no effect and ±100 for the full control effect
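Neuro2A cells (4,500/well, DMEM with 0.5% FBS) were treated with compound at a single 50 µM final concentration, stimulated with 6 nM IGF for 20 min at 37 °C, and lysed. Phospho-Akt Ser473 was read by HTRF as 665/615 ratio ×10^4.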
MmCpn inh = Inhibitors of TCP-1 ring complex (TRiC) of Methanococcus maripaludis (MmCpn): qHTS; purified Mm-Cpn ATPase, ADP Transcreener TR-FRET; Potency, µM (series often up to 76.9 µM), for the others: top-dose activity, negative = inhibition, actives largely listed as inhibitors; 0.031% of 330,000 active; Chaperonin Mm-Cpn (Methanococcus maripaludis); also: potency is read from the fitted curve at half-maximal effect; % is scaled to controls: 0 for no effect and ±100 for the full control effect; nearly all actives have a fitted effect of over 80% in size
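TR-FRET (320 nm excitation; 590 and 665 nm emission) reports ADP made from 10 uM ATP by 25 nM enzyme; compounds were preincubated 10 min, reaction run 30 min, both at 37°C.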
Nrf2 activator = qHTS of Nrf2 Activators; AREc32 ARE-luciferase reporter (MCF7-derived line), luminescence, 24 h; Potency, µM (series often up to 46.1 µM), for inactives: top-dose activation, hits mostly activators; 0.31% of 410,000 active; also: potency is read from the fitted curve at half-maximal effect; % of control where 0% means no effect; nearly all actives have a fitted effect of over 65% in size
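Each well held 1000 AREc32 cells, which were incubated with compound for 24 hr at 37 deg C after overnight attachment, and ARE reporter activity was quantified by firefly luciferase luminescence.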
CCT modulator = High-Throughput Screening for Modulators of Cytosolic Chaperonin Activity; purified chaperonin ATPase assay, HTRF ADP detection, 30 min; activity change, % (no concentration beside the values), hits read low; 0.3% of 360,000 active; in the data active = activity change below about -30%; also: % is scaled to controls: 0 for no effect and ±100 for the full control effect
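TRiC (40 or 20 nM final, by batch activity) in 30 mM Tris pH 7.4, 100 mM KCl, 5 mM MgCl2, 1 mM DTT was treated with compound at 76 uM single dose, then 10 uM ATP, 30 min at 37 °C. ADP was read by HTRF Transcreener.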
HepG2 viability = qHTS for Inhibitors of TGF-b: Cytotox Counterscreen. HepG2 CAGA-GFP viability, ATP luminescence, 18 h. 0.76% of 410,000 active. Potency, µM (doses to about 46.1 µM), for the others: top-dose activity change, negative = cytotoxicity, most hits filed as cytotoxic; also: potency is read from the fitted curve at half-maximal effect; some results filed as inactive show a strong effect at the top dose
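HepG2 CAGA-GFP cells (1000/well, DMEM with 1% FBS) received compound, then TGF-beta at 500 pg/mL final, and were incubated 18 hours at 37 degrees C. Viability was read by CellTiter-Glo luminescence. Media-only wells were set as complete cell-killing and DMSO as no toxicity.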
TGFb SMAD3 inh = qHTS for Inhibitors of TGF-b | HepG2 CAGA-GFP TGF-b/SMAD3 reporter, GFP fluorescence, 18 h; TGF-beta stimulated, 500 pg/mL final | Potency, µM (doses to about 46.1 µM), for inactives: at the highest dose activity, negative = inhibition, actives largely listed as inhibitors | 1.2% of 410,000 active; also: potency is read from the fitted curve at half-maximal effect; % is scaled to controls: 0 for no effect and ±100 for the full control effect; nearly all actives have a fitted effect of over 65% in size
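Per well, imaged GFP fluorescence of HEPG2 CAGA-GFP cells gives the signal; cells get compound, then TGF-beta (500 pg/mL final), 18 h at 37 degrees C; %Activity versus -TGF-beta and +DMSO controls.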
A549 tox = Nrf2 qHTS screen for inhibitors: counterscreen for cytotoxicity | 0.16% of 390,000 active | A549 ARE-Fluc cells, CellTiter-Fluor viability, 18-24 h | Potency, µM (highest dose often 46 µM), inactives show top-dose activity change, negative = cytotoxicity, hits mostly inhibitors; also: potency is read from the fitted curve at half-maximal effect; % is scaled to controls: 0 for no effect and ±100 for the full control effect
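Cytotoxicity counterscreen: CellTiter-Fluor fluorescence was measured in A549 ARE_Fluc cells after 18-24 h of compound exposure in a concentration series. The subsequent BugLite luminescent read reports ARE-luciferase activity.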
ATXN viability = Viability Counterscreen for Primary qHTS for Inhibitors of ATXN expression | AID 651635, 2014 | 0.49% of 400,000 active | Potency, µM (doses to about 56.7 µM), most hits filed as cytotoxic | S2 cells (HEK-293 line with an ATXN2-luciferase reporter) viability, CellTiter-Fluor protease fluorescence, 24 h; also: potency is read from the fitted curve at half-maximal effect; nearly all actives have a fitted effect of over 40% in size
Nrf2 inh = Nrf2 qHTS screen for inhibitors; A549 ARE-Fluc reporter, luciferase luminescence, 18-24 h; 2.1% of 360,000 active; Potency, µM (titrated, usually from 46 µM), for inactives: top-dose activity change, negative = inhibition, hits mostly inhibitors; AID 504444, 2011; also: potency is read from the fitted curve at half-maximal effect; % is scaled to controls: 0 for no effect and ±100 for the full control effect; nearly all actives have a fitted effect of over 60% in size
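In this cell-based qHTS, ARE-driven firefly luciferase in A549 cells reports Nrf2 activity; the luminescent signal after BugLite lysis is the measured value, with a prior CellTiter-Fluor read for cell health.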
An asterisk follows results filed as active; i = inactive; ? = inconclusive; nt = not tested or not shown; [ ] = remark or other dose. Unless noted, calls follow the shape of the dose curve; as a rule, active = well fitted curve in the direction sought with a large enough effect; inconclusive = small, poorly fitted or top-dose-only effect, or another doubt; inactive = no such curve, though single readings can be large; an effect the other way counts as inactive or inconclusive.

nr	structure	Akt phos inh	MmCpn inh	Nrf2 activator	CCT modulator	HepG2 viability
1	CCc1ccc(/C=C2/SC(=S)N(CCCC(=O)Nc3cccc(C(=O)O)c3)C2=O)cc1	i	nt	-5.3%	-2.5	-8%
2	CC(C)c1ccc(/C=C/C(=O)NCCC2=CCCCC2)cc1	i	-2%	-0.2%[9.22 µM]	-2.7	12%
3	Cn1c(=O)c2[nH]c(SCCN3CCCCC3)nc2n(C)c1=S	i	nt	-0.5%	-1.7	1%
4	O=C(COC(=O)Cn1cnc2ccccc2c1=O)Nc1cc(Cl)ccc1[N+](=O)[O-]	i	0%	9.6%	-0.7	25%
5	CCOc1ccc(N(C(C)C(=O)N2CCOCC2)S(C)(=O)=O)cc1 (configuration not stated)	i	0%	2.2%	-3.0	36%
6	C=CCC1(C(=O)N(C)Cc2ccccc2)CCN(C(=O)OC(C)(C)C)CC1	i	nt	-0.6%	-2.6	14%
7	CC(C)C(C(=O)Nc1nccs1)c1ccccc1 (configuration not stated)	i	0%	0.3%	-3.7	-26%
8	CCN(CC)S(=O)(=O)c1ccc(N2CCOCC2)c(NC(=O)CN2C(=O)NC3(CCCC3)C2=O)c1	i	nt	0.1%	-5.8	12%
9	Brc1cnc(N2CCCCC2)nc1N1CCOCC1	i	2%	0.2%	1.6	0%
10	O=C(NC(=S)NCc1ccccc1)c1cccs1	i	1%	17%	0.1	-7%

nr	TGFb SMAD3 inh	A549 tox	ATXN viability	Nrf2 inh
1	-4%	nt	?	nt
2	2%	5%	?	5%
3	4%	-2%	i	-1%
4	-29%	-2%	i	4%
5	-9%	-6%	i	2%
6	-3%	0%	i	-2%
7	-7%	-1%	i	-27%
8	7%	-2%	i	-3%
9	3%	3%	i	21%
10	-14%	7%	i	-3%

Next entries:
nr	structure	Akt phos inh	MmCpn inh	Nrf2 activator	CCT modulator	HepG2 viability
11	COC(=O)[C@]12CCCCC=C1N(CCC1=CCCCC1)C(=O)[C@H](CC(=O)N1CCC(c3ccccc3)CC1)C2	i	nt	-0.3%	2.2	nt
12	CCCCN(C(=O)CSc1ncn[nH]1)c1c(N)n(Cc2ccccc2)c(=O)[nH]c1=O	i	-1%	0.0%	-1.9	-19%
13	CCCCc1nnc(NC(=O)C(C)Sc2nc(N)cc(=O)[nH]2)s1 (configuration not stated)	nt	-18%	0.1%	0.5	1%
14	CC(=O)c1ccc(NC(=S)Nc2ccn(Cc3ccc(Br)cc3)n2)cc1	i	0%	-0.6%	-2.8	2%
15	COc1ccc(-c2noc(CN(C)C(=O)c3ccoc3C)n2)cc1OC	i	3%	1.6%	-3.1	-11%
16	CC1CCc2cc(F)ccc2N1C(=O)CSc1nnc2c3cc(F)ccc3n(C)c2n1 (configuration not stated)	i	0%	0.3%	-1.4	5%
17	CCn1c(=N)n(CC(=O)c2cccc(OC)c2)c2ccccc21	i	-1%	7.0%	-1.9	-31%
18	CCn1c([N+](=O)[O-])nc2c1c(=O)[nH]c(=O)n2C	i	-1%	?	0.8	-126%
19	COc1ccc(N2CSC3=C(C#N)C(c4cccs4)CC(=O)N3C2)cc1 (configuration not stated)	i	-4%	0.1%	0.1	-3%
20	CN(Cc1ccccc1)C(=O)c1cc2c(=O)n(C)c3ccccc3c2s1	nt	nt	6.7%	nt	-16%

nr	TGFb SMAD3 inh	A549 tox	ATXN viability	Nrf2 inh
11	nt	nt	?	nt
12	-4%	1%	i	1%
13	-9%	-16%	i	nt
14	?	-7%	i	-1%
15	-12%	5%	?	?
16	4%	-4%	?	-13%
17	3%	-3%	i	?
18	10µM*	?	nt	-10%
19	17%	-17%	i	1%
20	-3%	1%	i	-3%

Continued.
nr	structure	Akt phos inh	MmCpn inh	Nrf2 activator	CCT modulator	HepG2 viability
21	CCC(Sc1ccccn1)C(=O)Nc1cccc([N+](=O)[O-])c1 (configuration not stated)	i	2%	14%	-1.5	-14%
22	CCN(CC)S(=O)(=O)c1ccc(Cl)c(C(=O)NCC2CCCO2)c1 (configuration not stated)	i	1%	-0.7%	-3.9	7%
23	CCCCCOc1ccc(CSc2ncn[nH]2)cc1	nt	0%	-0.2%	-3.8	-35%
24	CC(=O)c1c(C)[nH]c(C(=O)COC(=O)C2(C)CC2(Cl)Cl)c1C (configuration not stated)	i	1%	8.9%	-1.4	-12%
25	C=CCNc1ncnc2c1ncn2[C@H]1CN(Cc2ccccc2)C[C@@H](COC(C)=O)O1	nt	nt	2.3%	1.5	6%
26	O=C(Nc1ccc(F)cc1)C1COc2ccccc2O1 (configuration not stated)	i	0%	9.3%	-2.8	-7%
27	CN(C)c1nc(SCC(=O)Nc2ccc(Cl)c(Cl)c2)nc(N2CCOCC2)n1	i	0%	-0.5%	-0.2	-8%
28	CCC(=O)N(C)C[C@H]1Oc2ncc(C#Cc3cccnc3)cc2C(=O)N([C@@H](C)CO)C[C@@H]1C	i	nt	0.5%	-0.9	2%
29	O=C(NCCCCCc1nc2ccccc2[nH]1)c1ccccc1Cl	i	1%	-0.1%	1.4	32%
30	Cc1ccc2[nH]c(O)c(N=NC(=O)C(C)n3cnc4ccccc4c3=O)c2c1 (configuration not stated)	i	1%	4.8%	-1.2	-15%

nr	TGFb SMAD3 inh	A549 tox	ATXN viability	Nrf2 inh
21	-21%	11%	i	?
22	-1%	-2%	i	-15%
23	3%	-5%	i	3%
24	-12%	-3%	?	-18%
25	2%	nt	?	nt
26	-5%	2%	i	?
27	1%	-4%	i	?
28	-3%	nt	i	nt
29	1%	?	i	-4%
30	9%	9%	i	2%

Later entries
nr	structure	Akt phos inh	MmCpn inh	Nrf2 activator	CCT modulator	HepG2 viability
31	COc1ccc(CSc2nnc(C)n2N)cc1Br	i	1%	3.5%	-3.7	-18%
32	N#Cc1c2c(c(Nc3ccccc3)n3c1nc1ccccc13)CCC2	i	0%	0.6%	-3.1	1%
33	CCn1cc2nc(SCC(=O)Nc3ccc(C)cc3)n(Cc3ccc(C)cc3)c(=O)c2n1	nt	nt	0.7%	nt	-20%
34	Cc1ccc(C)c(NC(=O)CSc2cn(CC(=O)N3CCCCC3)c3ccccc23)c1	nt	nt	0.6%	nt	-9%
35	Cc1ccc2c(COC(=O)C3CC(=O)N(c4ccc5c(c4)OCCO5)C3)cc(=O)oc2c1 (configuration not stated)	i	-3%	-0.8%	0.5	-3%
36	CC(=O)c1ccc(S(=O)(=O)N2CCCc3ccccc32)cc1	i	-1%	3.5%	-2.3	2%
37	CCn1c(=O)cc(OCC(=O)N2CCN(c3cccc(C(F)(F)F)c3)CC2)c2ccccc21	i	0%	2.6%	-4.3	-39%
38	CC(=O)c1cccc(NC(=O)C2CCCN2S(=O)(=O)c2ccccc2C(F)(F)F)c1 (configuration not stated)	i	nt	2.3%	0.5	-10%
39	Nc1nnc(-c2ccc(Cl)c(Cl)c2)s1	i	-1%	-1.1%	-0.4	1%
40	CCCCCCN1CCN(C2CN(Cc3cn(Cc4ccc(C)cc4)nn3)S(=O)(=O)C2)CC1 (configuration not stated)	i	nt	4.3%	-0.9	nt

nr	TGFb SMAD3 inh	A549 tox	ATXN viability	Nrf2 inh
31	-5%	0%	i	0%
32	-4%	-17%	i	-6%
33	-36%	-9%	?	?
34	0%	2%	nt	-15%
35	?	1%	i	?
36	2%	2%	i	-1%
37	0%	-13%	i	?
38	2%	nt	i	nt
39	1%	1%	?	0%
40	nt	nt	i	nt

Other compounds
nr	structure	Akt phos inh	MmCpn inh	Nrf2 activator	CCT modulator	HepG2 viability
41	O=C(CCCc1nc(-c2ccccc2Cl)no1)NCc1cccnc1	i	-1%	0.3%	0.2	-15%
42	COCCN(C(=O)CSc1nnc(-c2cccc(F)c2)n1N)c1c(N)n(CC(C)C)c(=O)[nH]c1=O	i	-1%	-0.6%	-1.3	4%
43	Cc1csc(SCC(=O)Nc2cccc(C)c2C)n1	i	-1%	0.4%	-3.5	3%
44	Cc1cc(C)c(S(=O)(=O)Nc2ccc(C(N)=O)cc2)c(C)c1	i	-2%	2.5%	0.8	2%
45	CC(=O)c1cccc(OCC(O)CNCCc2ccc(Cl)cc2)c1 (configuration not stated)	i	2%	-0.1%	-1.1	-10%
46	NC(=O)C1CCN(C2=C(NS(=O)(=O)c3ccc(Cl)cc3)C(=O)c3ccccc3C2=O)CC1	i	1%	10%	1.7	-110%

nr	TGFb SMAD3 inh	A549 tox	ATXN viability	Nrf2 inh
41	-9%	-3%	i	-17%
42	-18%	1%	i	1%
43	3%	-1%	i	5%
44	1%	-8%	?	-2%
45	0%	1%	i	10%
46	11µM*	0%	?	-13%

An excerpt from above in order of SMILES length, descending.
nr	structure	Akt phos inh	MmCpn inh	Nrf2 activator	CCT modulator	HepG2 viability
42	COCCN(C(=O)CSc1nnc(-c2cccc(F)c2)n1N)c1c(N)n(CC(C)C)c(=O)[nH]c1=O	i	-1%	-0.6%	-1.3	4%
40	CCCCCCN1CCN(C2CN(Cc3cn(Cc4ccc(C)cc4)nn3)S(=O)(=O)C2)CC1 (configuration not stated)	i	nt	4.3%	-0.9	nt
44	Cc1cc(C)c(S(=O)(=O)Nc2ccc(C(N)=O)cc2)c(C)c1	i	-2%	2.5%	0.8	2%
45	CC(=O)c1cccc(OCC(O)CNCCc2ccc(Cl)cc2)c1 (configuration not stated)	i	2%	-0.1%	-1.1	-10%
39	Nc1nnc(-c2ccc(Cl)c(Cl)c2)s1	i	-1%	-1.1%	-0.4	1%

nr	TGFb SMAD3 inh	A549 tox	ATXN viability	Nrf2 inh
42	-18%	1%	i	1%
40	nt	nt	i	nt
44	1%	-8%	?	-2%
45	0%	1%	i	10%
39	1%	1%	?	0%
